Screening data (PubChem)
Tn7 DDE FP = inhibitors of Tn7 peptide binding to fibrin DD(E), primary screen, biochemical, fluorescence polarization, human fibrin, Tn7 probe; inhibition, % at 8.3 µM; FP displacement of FITC-Tn7 peptide from fibrin DD(E); 0% = median of compound wells per plate; 370,000 tested, 0.13% active; Fibrinogen beta chain (Homo sapiens), P02675;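 active = inhibition above the mean of compounds falling within the control limits plus 3 SD of them, cut at about 14% in these data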;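 note: 0% = plate median of compound wells and 100% = 10 µM Aha-Tn7 peptide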
Target sequence (P02675 whole entry, looked up): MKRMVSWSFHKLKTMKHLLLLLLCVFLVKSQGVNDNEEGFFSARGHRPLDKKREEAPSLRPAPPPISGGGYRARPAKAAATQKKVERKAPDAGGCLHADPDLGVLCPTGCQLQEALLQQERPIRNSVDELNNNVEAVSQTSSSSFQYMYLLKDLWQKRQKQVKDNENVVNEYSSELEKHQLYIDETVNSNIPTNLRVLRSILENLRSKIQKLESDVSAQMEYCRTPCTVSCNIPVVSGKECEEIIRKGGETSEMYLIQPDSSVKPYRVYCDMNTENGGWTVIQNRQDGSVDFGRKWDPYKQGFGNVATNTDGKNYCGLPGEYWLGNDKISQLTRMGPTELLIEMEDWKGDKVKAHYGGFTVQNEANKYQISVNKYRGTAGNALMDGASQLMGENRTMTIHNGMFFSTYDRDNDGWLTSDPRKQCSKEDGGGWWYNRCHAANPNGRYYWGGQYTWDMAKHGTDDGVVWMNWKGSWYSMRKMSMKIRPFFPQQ
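System: human fibrin DD(E); quantity: Fibrin-DD(E) at 2 µM final; also added: fluorescent Tn7 probe at 0.1 µM; compound dosing: single nominal test concentration of 8.3 µM per compound; schedule: 10 min preincubation, 3 h with tracer, room temperature; detection: fluorescence polarization of the labelled Tn7 tracer; repeats: one replicate per compound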
PLC-beta3 inh = human PLC-beta3 inhibitors, primary screen, biochemical, fluorescence; Purified PLC-beta3, fluorogenic substrate; inhibition, % at 12.2 µM; 370,000 tested, 0.18% active; in the data active = inhibition above about 11%;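 note: 0% = median of compound wells on plate and 100% = full blocker control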
MBD2 inh = inhibitors of MBD2 binding to methylated DNA, primary screen, biochemical, TR-FRET, DNA-binding domain, human | inhibition, % at 4.4 µM | MBD2 binding to methylated oligonucleotide | 370,000 tested, 0.31% active | Methyl-CpG-binding domain protein 2 (Homo sapiens), Q9UBB5 | AID 686964, 2013; in the data active = inhibition above about 13%
PLC-gamma1 inh = PLC-gamma1 enzyme inhibitors, primary screen, biochemical, fluorescence, purified enzyme. inhibition, % at 12.2 µM. AID 720700, 2013. 370,000 tested, 0.84% active. fluorogenic substrate; in the data active = inhibition above about 9.5%
UHRF1 MBD2 ctr = UHRF1 methylated DNA binding inhibitors, primary screen, counter-screen for MBD2 inhibitor project, biochemical, TR-FRET, human UHRF1, single concentration | UHRF1 binding to methylated oligo | inhibition, % at 4.4 µM | E3 ubiquitin-protein ligase UHRF1 (Homo sapiens), Q96T88 | 370,000 tested, 0.75% active; in the data active = inhibition above about 21%;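 note: UHRF1 SRA domain binding a hemimethylated CpG hairpin DNA probe; 0% = median of test compound wells and 100% = reference inhibitor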
ASAP1 GAP inh = inhibitors of human ASAP1 ArfGAP activity, primary screen, biochemical, fluorescence polarization; Arf-GAP with SH3 domain, ANK repeat and PH domain-containing protein 1 (Homo sapiens), …; ASAP1-stimulated ARF1 GTP hydrolysis, GDP FP detection; inhibition, % at 16.5 µM; 360,000 tested, 0.19% active; in the data active = inhibition above about 25%;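 note: 0% = vehicle with enzyme and substrate and 100% = no enzyme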
Target sequence (Q9ULH1 325-724 limits assumed): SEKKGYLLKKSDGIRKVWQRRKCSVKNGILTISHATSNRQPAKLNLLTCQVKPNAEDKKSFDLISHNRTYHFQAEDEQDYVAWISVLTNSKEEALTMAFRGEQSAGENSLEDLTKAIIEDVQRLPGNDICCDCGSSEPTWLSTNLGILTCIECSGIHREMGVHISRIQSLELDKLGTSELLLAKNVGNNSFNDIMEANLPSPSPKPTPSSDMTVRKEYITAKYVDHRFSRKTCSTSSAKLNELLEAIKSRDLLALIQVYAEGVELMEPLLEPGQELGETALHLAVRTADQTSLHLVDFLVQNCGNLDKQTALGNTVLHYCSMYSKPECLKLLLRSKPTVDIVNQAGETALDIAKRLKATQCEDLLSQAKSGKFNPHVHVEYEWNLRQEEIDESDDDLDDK
ADAM17 inh = ADAM17 inhibitors, primary screen, biochemical, QFRET; 370,000 tested, 0.83% active; recombinant ADAM17, EDANS/DABCYL FRET peptide cleavage; Disintegrin and metalloproteinase domain-containing protein 17 (Homo sapiens), P78536; inhibition, % at 6.95 µM;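 active = inhibition above the mean of compounds lying between control limits plus 3 SD, set per campaign, cut at about 8.5% in these data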;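 note: 0% = DMSO-only wells as the low control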
KLK7 zymogen act = proKLK7 zymogen activators, primary screen, biochemical, fluorescence intensity. AID 652039, 2013. purified proKLK7, EDANS-DABCYL substrate fluorescence; 100% is mature enzyme control, 0% vehicle. 370,000 tested, 0.9% active. Kallikrein-7 (Homo sapiens), P49862. activation, % at 7 µM;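 active = activation above the mean of all tested compounds plus 3 SD, computed per campaign excluding outliers beyond control limits, cut at about 13% in these data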
DDE Tn6 FP inh = inhibitors of Tn6 peptide binding to fibrin DD(E), primary screen, biochemical, fluorescence polarization, human fibrin, Tn6 probe | AID 720509, 2013 | 370,000 tested, 0.21% active | Fibrin DD(E) TRITC-Tn6 fluorescence polarization displacement | inhibition, % at 8.3 µM;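 active = inhibition above a per-campaign cutoff: mean of compounds within control limits plus 3 SD, cut at about 15% in these data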;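 note: 0% = median of all compound wells on the plate and 100% = blocking peptide control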
ARFGAP1 inh = inhibitors of rat ARFGAP1 GAP activity, primary screen, biochemical, fluorescence polarization, GDP tracer. AID 651572, 2012. 360,000 tested, 0.26% active. ADP-ribosylation factor GTPase-activating protein 1 (Rattus norvegicus), Q62848. Arfgap1-stimulated ARF1 GTP hydrolysis, GDP FP detection. inhibition, % at 16.5 µM;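 active = inhibition above a per-plate limit, mean inhibition of low control wells plus 3 SD, cut at about 25% in these data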;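 note: 0% = DMSO wells with enzyme and 100% = wells lacking Arfgap1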
Target sequence (Q62848 1-136 limits assumed): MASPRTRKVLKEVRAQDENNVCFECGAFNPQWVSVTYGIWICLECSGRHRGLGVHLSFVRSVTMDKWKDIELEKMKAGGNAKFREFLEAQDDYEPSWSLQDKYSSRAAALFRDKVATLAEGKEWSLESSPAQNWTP
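Assay system: purified rat His6-Arfgap1 residues 1-136 (GAP domain); Reagent: human Δ17 ARF1 bound to GTP; Dosing: 16.5 µM single point, 1.26% DMSO; Times: GTP hydrolysis reaction 2 h at 25 °C; Signal: FP, GDP Alexa 633 tracer displaced from anti-GDP antibody, 620/688 nm; Measure: % inhibition from polarization.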
Starred values were filed as active, the others as inactive; i = inactive.

entry | molecule | ADAM17 inh | PLC-beta3 inh | ARFGAP1 inh | KLK7 zymogen act | ASAP1 GAP inh | MBD2 inh | DDE Tn6 FP inh | UHRF1 MBD2 ctr | Tn7 DDE FP | PLC-gamma1 inh
1 | CCCC(=O)NCCCCNC(=O)CCC | -3 | 2 | 3 | -0.1 | -14 | -4 | 4 | 1 | 3 | 1
2 | CC(Oc1cccc(Cl)c1)C(=O)Nc1ccccc1N1CCCC1 (stereo unspecified) | -6 | -2 | 6 | -0.2 | 3 | -3 | -1 | -2 | -2 | -3
3 | Cc1cc(-c2ccccc2)nc(N(C)NC(=O)C(C)(C)C)c1S(C)(=O)=O | 3 | 3 | -4 | 0.4 | -1 | -3 | -1 | 2 | -1 | -1
4 | Nc1[nH]n(-c2c(Cl)cc(Cl)cc2Cl)c(=O)c1N=Nc1ccc(S(=O)(=O)Nc2ncccn2)cc1 | 4 | -2 | -5 | -0.5 | -7 | 0 | 0 | -6 | 7 | 1
5 | COc1ccc(C(=O)NCCSc2ccccc2C)cc1 | 0 | -3 | -3 | -0.5 | -14 | 2 | 7 | 1 | -7 | 0
6 | O=C(Nc1ccc2ccccc2c1)C(C1CC1)n1c(=O)c(-c2cc3ccccc3[nH]2)nc2ccccc21 (stereo unspecified) | -107 | i | 13 | -57 | 9 | -10 | 9 | -3 | 6 | i
7 | c1ccc(-c2nc(-n3ccnc3)nc(-n3ccnc3)n2)cc1 | -6 | -1 | 1 | 0.6 | 2 | 0 | 15* | -19 | 7 | 0
8 | COc1ccc(NS(=O)(=O)c2cc(C)ccc2C)cc1 | 1 | 2 | 7 | 0.2 | 12 | -5 | -4 | 0 | -4 | 2
9 | Cc1ccc(Cl)cc1NC(=O)c1cc(S(=O)(=O)N2CCOCC2)cn1C | -2 | 2 | -9 | 0.5 | 3 | -1 | 4 | 0 | 4 | -1
10 | CCOC(=O)N1CCC(N2C(=O)c3ccccc3C2=O)CC1 | 2 | 0 | -8 | 0.2 | 1 | -1 | 10 | -1 | 2 | 1
11 | Cc1nn(CC(=O)Nc2ccncc2)c(C)c1[N+](=O)[O-] | -4 | -1 | 6 | 0.0 | -2 | 1 | -8 | 4 | 3 | 1
12 | COc1ccc2oc(C(=O)OCC(=O)N3CCN(S(=O)(=O)c4ccc(C)cc4)CC3)c(C)c2c1 | -50 | -121 | -6 | -19 | -6 | -1 | 4 | 0 | 5 | -69
13 | O=c1c2ccccc2nc(N/N=C/c2c(O)ccc3ccccc23)n1O | -39 | -46 | 0 | -2.0 | 3 | 1 | -9 | -3 | 1 | -44
14 | CCCNC(=O)c1ccc(N2CCC3(CC2)CC(c2cccc(Br)c2)=NO3)c(N)c1 | -9 | -67 | 13 | -1.4 | 10 | 8 | -5 | 6 | -2 | -34
15 | Cn1c(=O)c2c(-c3ccccc3)n(-c3ccccc3)cc2n(C)c1=O | -13 | -75 | -13 | 0.3 | -2 | -3 | 7 | 0 | 6 | -57
16 | Cc1cc(C)nc(NS(=O)(=O)c2ccc(NC(=O)Nc3ccccc3F)cc2)n1 | -3 | -6 | 1 | 1.1 | 7 | 1 | -7 | -2 | 6 | 2
17 | COc1ccc(OC)c(S(=O)(=O)N2CCCCCC2)c1 | -2 | 3 | -2 | -0.7 | 1 | -2 | -1 | 1 | 2 | 0
18 | CN(CCc1ccccn1)C1CC(=O)N(c2ccc(Cl)cc2)C1=O (stereo unspecified) | 6 | 5 | 14 | -0.1 | 14 | 0 | -2 | 5 | -6 | 5
19 | Cc1ccc(S(=O)(=O)NCC(=O)OCC(=O)NCc2cccs2)cc1 | -2 | -2 | -5 | 0.1 | -7 | 2 | 2 | 2 | 6 | -3
20 | CCOc1ccc(OCC)c(NC(=O)CSc2nc3c(c(=O)n(C)c(=O)n3C)n2C(C)C)c1 | -1 | 1 | 3 | 0.4 | -17 | 1 | 3 | 2 | 3 | 1
21 | Cc1csc(NC(=O)CCCC(=O)O)c1-c1nc2ccccc2s1 | -2 | -99 | 0 | 0.4 | -10 | 8 | -3 | 6 | -1 | -60
22 | Nc1c(-c2ccc(F)c(F)c2)nc2ncccn12 | -6 | -29 | -5 | 3.1 | -7 | 3 | 0 | -5 | 3 | -22
23 | NCC(=O)c1cccc2ccc[n+]([O-])c12 | -2 | -6 | 5 | -0.1 | -5 | 0 | 2 | -5 | 13 | -1
24 | CCOc1ccc(/C(O)=C/C(=O)C(=O)Nc2ccc(S(=O)(=O)NC(C)=O)cc2)cc1 | -6 | -9 | 6 | -0.1 | 6 | 3 | 6 | 8 | -4 | -2
25 | CSCCC(NC(=O)COc1ccccc1)C(=O)N(C)CC(=O)Nc1ccc(Cl)cc1 (stereo unspecified) | 7 | 0 | -3 | 0.0 | 6 | -2 | -3 | 0 | -3 | 6
26 | Cc1ccc2sc(NNC(=O)c3cc(-c4cccs4)nc4ccccc34)nc2c1C | -32 | -24 | 3 | 3.7 | -6 | 1 | -7 | -2 | -3 | -19
27 | CCn1c(SCC(=O)Nc2cccc(C)n2)nc2c1c(=O)n(C)c(=O)n2C | 0 | 1 | -2 | -0.7 | 4 | 2 | 1 | -2 | -4 | 2
28 | COc1ccccc1NS(=O)(=O)c1cc(N)ccc1N1CCOCC1 | -2 | -5 | -6 | 0.2 | -12 | 2 | -1 | 9 | 7 | -1
29 | O=C(OCn1ncc(Cl)c(Cl)c1=O)c1ccccc1Cl | -2 | -2 | 1 | 0.4 | 0 | -6 | 10 | -3 | 0 | 1
30 | CN1CCN(NC(=O)CN2C(=O)S/C(=C\c3c(Cl)cccc3Cl)C2=O)CC1 | -5 | -2 | 16 | 0.1 | 6 | -2 | -4 | -13 | 3 | 1

DDE Tn6 FP inh: hit marks shown above
item	Structure	ADAM17 inh	PLC-beta3 inh	ARFGAP1 inh	KLK7 zymogen act	ASAP1 GAP inh	MBD2 inh	DDE Tn6 FP inh	Tn7 DDE FP	PLC-gamma1 inh
7	c1ccc(-c2nc(-n3ccnc3)nc(-n3ccnc3)n2)cc1	-6	-1	1	0.6	2	0	15*	7	0

Back to the main list, starting 2 compounds before the break.
entry | molecule | ADAM17 inh | PLC-beta3 inh | ARFGAP1 inh | KLK7 zymogen act | ASAP1 GAP inh | MBD2 inh | DDE Tn6 FP inh | UHRF1 MBD2 ctr | Tn7 DDE FP | PLC-gamma1 inh
29 | O=C(OCn1ncc(Cl)c(Cl)c1=O)c1ccccc1Cl | -2 | -2 | 1 | 0.4 | 0 | -6 | 10 | -3 | 0 | 1
30 | CN1CCN(NC(=O)CN2C(=O)S/C(=C\c3c(Cl)cccc3Cl)C2=O)CC1 | -5 | -2 | 16 | 0.1 | 6 | -2 | -4 | -13 | 3 | 1
31 | Cc1c(C)n(Cc2ccc(F)cc2)c2ccc(C(=O)N3CCN(c4ccccn4)CC3)cc12 | 5 | -25 | 3 | 0.0 | 13 | 9 | -10 | 2 | 1 | -2
32 | CN(CC(=O)Nc1cccc2c1CCCC2)S(=O)(=O)c1ccccc1 | -2 | 2 | 15 | -0.1 | -15 | 0 | 4 | -1 | 8 | 1
33 | C=CCNc1nc(-c2cc3ccccc3o2)cs1 | 1 | -4 | -4 | -0.3 | 3 | 1 | 1 | 12 | -1 | 0
34 | O=C1CCCCCCC(=O)[C@H](O)C[C@H](c2ccccc2)O1 | -3 | 0 | 8 | 0.1 | 9 | 2 | -14 | 0 | 2 | 1
35 | C=CCn1c(-c2ccc(OC)cc2)nc2nc3ccccc3nc21 | -255 | i | 4 | -0.4 | -2 | -1 | 3 | -2 | 2 | i
36 | Nc1nnc(SCc2nnc(-c3ccccc3)o2)s1 | -3 | 0 | 14 | 0.4 | 18 | -1 | 2 | 2 | 0 | -1
37 | O=C(c1ccc(NS(=O)(=O)c2ccc(F)cc2)cc1)N1CCN(c2ccccc2O)CC1 | 0 | -10 | -6 | 0.3 | -2 | -1 | 0 | 0 | -1 | 3
38 | O=C(CSc1nnc(NC(=O)C2CCC2)s1)Nc1ccc(N2CCOCC2)cc1 | 2 | 5 | 17 | -0.3 | -2 | -5 | -1 | 2 | 7 | -1
39 | O=[N+]([O-])c1cc(-c2csc(NCCc3nc4cc(Cl)c(Cl)cc4n3CCCO)n2)ccc1Cl | 1 | -4 | 4 | 0.3 | 13 | 1 | 3 | -1 | -6 | -1
40 | FC(F)(F)c1nnc2sc(-c3cccs3)nn12 | -8 | 3 | 8 | 0.4 | 7 | -4 | -3 | -2 | 2 | 3
41 | Cc1ccc(S(=O)(=O)N2CCCOC2CNC(=O)C(=O)NCCc2c[nH]c3ccccc23)cc1 (stereo unspecified) | -2 | 0 | 17 | 0.1 | -6 | 4 | 1 | 0 | 2 | -4
42 | CCCCCCCCn1ccc(=N)cc1 | -1 | -5 | -4 | -0.3 | -12 | -2 | -1 | 0 | 6 | 0
43 | Cc1nn(CC(=O)Nc2ccc(C(=O)N3CCCCC3)cc2)c(=O)c2ccccc12 | -5 | -2 | 3 | 0.8 | 1 | 0 | -2 | 2 | 2 | 1
44 | Cc1nn(C2CCS(=O)(=O)C2)c(C)c1CN(C)C(=O)c1cccc(Cl)c1 (stereo unspecified) | -13 | -10 | 18 | -0.6 | -10 | 8 | -5 | 12 | 3 | 3
45 | c1ccc2c(NCC3CCCO3)nc(N3CCCCC3)nc2c1 (stereo unspecified) | -54 | -25 | 9 | -23 | -7 | -4 | -2 | -2 | -7 | -14
46 | O=C(CN1C(=O)COc2ccc(Cl)cc21)NCC1CCCO1 (stereo unspecified) | -1 | -6 | -9 | 0.4 | -9 | 0 | 0 | 0 | 1 | 0
47 | N#CC1=C(N)SC(N)=C(C#N)C1c1ccnc2ccccc12 | -41 | -175 | 9 | -2.6 | 15 | -8 | 0 | -3 | -2 | -143
48 | CCN1C(=O)/C(=C\N(C)C)NC1=S | -4 | 3 | -5 | -0.3 | -9 | 3 | -3 | 9 | 6 | 2
49 | CCOC(=O)C1=C(C)NC(C)=C(C(=O)OCC)C1c1ccc(OC)cc1 | -36 | -193 | -9 | 0.1 | 2 | -6 | -9 | 0 | -1 | -164
